Source: PubChem BioAssay (Sanford-Burnham Center for Chemical Genomics)
TAG inh = triacylglycerol accumulation inhibition. H9c2 cells, Nile Red lipid (TAG) fluorescence; cells loaded with 200 µM oleic acid. 0.66% of 230,000 active. inhibition, % at 12.5 µM;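 active means pattern-corrected inhibition of lipid staining of at least 50% with the nuclear-stain viability signal not falling by more than 50%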;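 further: 0% = DMSO wells and 100% = triacsin C control wells; some results filed as inactive read as strong as hits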
TAG inh DAPI viability = recorded beside TAG inh, whose call it bears; DAPI nuclei signal change (viability), lower = more cytotoxic, %;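 whole-well DAPI fluorescence read on a plate reader as a viability signal; minus 50 percent equals half of cells still viable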
The depositor's hits bear a star. This is a subset (hit frequency here may not be typical).

SMILES	TAG inh	TAG inh DAPI viability
OC(c1ccc(Cl)c(Cl)c1)c1ncc(-c2ccccc2F)[nH]1 (centres undefined)	-11	9
COc1ccccc1CNC(=O)CN1C(=O)NC2(CCCCCCC2)C1=O	-8	-6
C#CC(C)(C)NC(=O)c1ccc(-c2ccccc2F)cc1	4	-8
O=[N+]([O-])c1ccc(S(=O)(=O)N2CCC3(CC2)OCCN3S(=O)(=O)c2cccs2)cc1	2	-1
COc1ccc(-c2n[nH]c(C)c2-c2ccc(OC)c(OC)c2)c(O)c1	25	-32
Cc1cc(Nc2ccccc2)nc2cc(O)ccc12	-7	11
COc1ccc(-c2cccc(NS(=O)(=O)c3ccccc3[N+](=O)[O-])c2)nn1	-8	1
CC(=O)Nc1cc(NC(C)=O)cc(C(=O)OCC(=O)c2ccc3c(c2)OCO3)c1	7	6
CC(C)(C)c1csc(NC(=O)c2ccc(Br)o2)n1	-8	3
CCCNC(=O)CCNC(=O)[C@H](O)C(C)(C)CO	8	-1
Cc1cc(C)n2cc(CSCc3ccco3)nc2n1	19	-4
COC(=O)Cn1ncn2c(cc3oc(C)cc32)c1=O	1	-6
Cc1cc(C)n(-c2ccc(NC(=O)C3CCCCN3C(=O)c3occc3C)cc2)n1 (centres undefined)	-1	-1
O=C(NCCO)c1ccc2nc(-c3ccco3)c(-c3ccco3)nc2c1	-3	-3
COC(=O)c1ccc(/C=C/C(=O)OCC(=O)Nc2cc(C)on2)cc1	-1	-5
CCO/C=N/c1c(C#N)c2c(c(=S)n1C)COC(C)(C)C2	-8	5
Cc1ccnc(SCc2cc(=O)c(OC(=O)c3cccs3)co2)n1	19	-7
COc1nnc(-c2ccc(N3CCCCC3)c(NC(=O)COc3ccccc3)c2)c2ccccc12	-4	2
CC1=C(C(=O)N(C)C)CC(CC(=O)NCCc2ccccn2)C(=O)N1CCC1=CCCCC1 (centres undefined)	-1	-9
CCNC(=S)N1CCN(c2ccccn2)CC1	-2	2
CC1CN(C(=O)COc2ccc3ccccc3c2Br)CC(C)O1 (centres undefined)	6	6
O=C(CN1C(=O)C2CCCCC2C1=O)Nc1cc(C(F)(F)F)ccc1N1CCCC1 (centres undefined)	8	-9
CCCCn1c(N)c(N(CCOC)C(=O)CN(C)S(=O)(=O)c2ccc(C)cc2)c(=O)[nH]c1=O	-14	-1
O=C(c1ccc(S(=O)(=O)NCC2CCCO2)cc1)N1CCN(c2cccc(Cl)c2)CC1 (centres undefined)	-20	10
COc1ccc(CCc2nnc(CCC(=O)NCc3cnc4ccccn34)o2)cc1	-6	0
CN(C)S(=O)(=O)c1cccc(NC(=O)COc2cccc3ccccc23)c1	-26	5
CC(C)=CC(=O)OCC(=O)Nc1cc(C)ccc1C	8	-5
N#Cc1c(NC(=O)CSc2nnc(-c3ccncc3)n2CC2CCCO2)sc2c1CCCC2 (centres undefined)	-2	10
O=C(O)C1CCCN1S(=O)(=O)c1cccc2nsnc12 (centres undefined)	-4	-4
CC(=O)c1cccc(NC(=O)Cc2coc3cc4c(cc23)CCC4)c1	-7	-5
CCCN(CCC)CCCNC(=S)Nc1ccc2nc(N3CCN(CC)CC3)cc(C)c2c1	4	24
Cc1cccc(NC(=O)Cn2c(C)c(C#N)c3ccccc32)c1C	-13	-1
COc1ccc(C)c2sc(=NC(=O)c3cccc(N4C(=O)CCC4=O)c3)n(C)c12	-18	22
Cc1ccc(/C=N\NC(=O)C2CC(=O)N(c3ccccc3)C2)o1 (centres undefined)	-1	4
Cc1cc(C)n2nc(C(=O)OCC(=O)NCc3ccccc3)nc2n1	-17	-1
CCc1nc2ccc(C(=O)NCCNC(C)=O)cn2c1N(CC)CCOC	0	-4
O=C(CC1C(=O)NCCN1Cc1ccccn1)NCCc1ccccc1F (centres undefined)	3	-1
COc1cccc(COC(=O)C(Cc2ccccc2)NC(=O)c2ccco2)c1 (centres undefined)	-11	1
O=C1c2ccccc2C(=O)N1Cc1cccnc1	16	-7
NS(=O)(=O)c1ccc(C(=O)O)cc1	0	2
Cc1nc2ccc(S(=O)(=O)NCC(=O)NCc3ccc4c(c3)OCO4)cc2s1	15	-9
CC(C)CCNC(=O)[C@H](CSCc1ccccc1)N1Cc2ccccc2C1=O	1	2
CCn1ncc(Br)c1C(=O)Nc1cc(C)ccc1F	15	-8
Cn1nc(C(=O)Nc2cccc(Cl)c2)cc1C(=O)Nc1cccc(Cl)c1	21	-13
CC(C)N1CC23C=CC(O2)C(C(=O)OCc2ccccc2)C3C1=O (centres undefined)	26	1
COc1cccc(CNC(=O)c2cc(S(=O)(=O)N3CCOCC3)cn2C)c1	-3	14
Cc1ccc(C(=O)N(c2ccccn2)C(C)c2ccco2)cc1 (centres undefined)	-10	9
O=Cc1ccccc1-c1cn(CN2C(=O)c3ccccc3C2=O)nn1	-19	-5

Single entries from the list.
Result for NS(=O)(=O)c1ccc(C(=O)O)cc1 in TAG inh DAPI viability: 2
Result for COc1cccc(CNC(=O)c2cc(S(=O)(=O)N3CCOCC3)cn2C)c1 in TAG inh DAPI viability: 14
Result for COc1cccc(COC(=O)C(Cc2ccccc2)NC(=O)c2ccco2)c1 (centres undefined) in TAG inh DAPI viability: 1
Result for CC(C)N1CC23C=CC(O2)C(C(=O)OCc2ccccc2)C3C1=O (centres undefined) in TAG inh: 26

5 successive entries already listed, for reference:
SMILES	TAG inh	TAG inh DAPI viability
O=C1c2ccccc2C(=O)N1Cc1cccnc1	16	-7
NS(=O)(=O)c1ccc(C(=O)O)cc1	0	2
Cc1nc2ccc(S(=O)(=O)NCC(=O)NCc3ccc4c(c3)OCO4)cc2s1	15	-9
CC(C)CCNC(=O)[C@H](CSCc1ccccc1)N1Cc2ccccc2C1=O	1	2
CCn1ncc(Br)c1C(=O)Nc1cc(C)ccc1F	15	-8

More structures.
SMILES	TAG inh	TAG inh DAPI viability
COc1ccccc1C1CC(=O)Oc2cc(C)cc(C)c21 (centres undefined)	6	-4
O=C(Nc1ccccc1)c1ncoc1-c1ccc(Cl)cc1	0	7
O=[N+]([O-])c1cccc2ncccc12	4	-10
CS(=O)(=O)N(CC(=O)NCCSC1CCCCC1)c1ccc2c(c1)OCO2	19	0
O=C(NCN1C(=O)C2C3C=CC(C3)C2C1=O)OC1CCCCC1 (centres undefined)	-7	2
Cc1ccccc1/C(N)=N/OC(=O)c1ccc(F)cc1	-4	0
O=C(/C=C/c1ccc(F)cc1)N1CCN(Cc2ccccc2)CC1	4	-12
C/C(=N\NC(=S)NCc1ccccc1)c1ccccc1F	-2	5
Cc1ccc(-c2nc(-c3ccc(Cl)cc3)sc2CC(=O)O)c(C)c1	-5	1
Cc1ccc(S(=O)(=O)NCCNC(=O)C2CCCNC2=O)cc1 (centres undefined)	-25	2
CCOC(=O)C1=C(c2ccccc2)N=c2sc(=Cc3cc(OC)c(OC)c(OC)c3)c(=O)n2C1c1cccs1 (centres undefined)	25	10
Cc1ccc(S(=O)(=O)n2nc(OC(=O)c3ccco3)cc2N)cc1	2	-12
CC(C(=O)Nc1ccc2c(c1)OCO2)c1ccc([N+](=O)[O-])cc1 (centres undefined)	-30	-10
C=C(C)CN(CC)C(=O)CC1C(=O)NCCN1CC(C)(C)C (centres undefined)	-6	5
CC(=O)NNc1ncnc2c1cnn2-c1ccc(C)cc1	10	9
OCCC1CN(Cc2cnc(-c3ccc(Cl)cc3)nc2)CCN1C1CCCC1 (centres undefined)	23	6
CCN1C(C(=O)c2ccccc2)=C(Nc2ccccc2C)c2ccccc2S1(=O)=O	-9	5
COc1cccc(Nc2nc(NCCO)c3ccccc3n2)c1	-16	15
O=C(O)/C=C/C(=O)Nc1cccc2c1-c1ccccc1C2=O	6	-7
NC(=O)c1sc2nc(-c3ccco3)ccc2c1N	8	-3
CN(C(=O)c1ccc(=O)[nH]c1)C1(C(=O)NC2CCCCC2)CCCCC1	3	-4
COC(=O)NCN1C(=O)C2C3C=CC(C3)C2C1=O (centres undefined)	2	4
CC(=O)OCCN1C(=O)c2cccnc2C1=O	4	9
CC(C)C(NS(=O)(=O)c1ccc2c(c1)oc(=O)n2C)C(=O)N1CCN(C2CCCCC2)CC1 (centres undefined)	4	-4
COc1ccccc1CCN=C(N)NS(=O)(=O)c1ccccc1F	-12	3
Cc1ccc(S(=O)(=O)N2CCC[C@H]2C(=O)Nc2ccccc2Cl)cc1	-32	3
CSc1ncccc1C(=O)Nc1nc2c(C)cccc2s1	9	9
COC(=O)c1ccccc1CC1Cc2cc3c(cc2C1=O)CCC3 (centres undefined)	-10	9
O=C(Nc1ncnc2sc3c(c12)CCCCC3)c1ccccc1	-203	-5
Cc1ccc(NC(=O)CC2SC(=O)N(c3ccccc3)C2=O)cc1 (centres undefined)	-7	3
COc1ccccc1C(=O)Nc1ccc(-c2nnc(SCC(=O)O)n2C)cc1	12	-10
Cc1csc2nc3cc(C(N)=O)ccc3c(=O)n12	1	6
Cc1ccc(NC(=O)COC(=O)C2CCC(=O)N2)c(S(=O)(=O)N2CCOCC2)c1 (centres undefined)	2	-15
Cc1cn2nc(N)c3ccccc3c2n1	-19	15
CCC(CC)C(=O)Nc1c(C)n(C)n(-c2ccccc2)c1=O	5	8
CCCCOC(=O)Nc1ccc(C)c(Cl)c1	0	4
O=C(COC(=O)c1ccc(Cl)c(S(=O)(=O)N2CCCC2)c1)NCc1cccs1	9	-1
Cc1nc2ccccc2c(=O)n1NC(=O)C1CCC(C(C)(C)C)CC1 (centres undefined)	0	-9
Cc1ccc(CSc2nc3ccccc3cc2C=O)cc1	-164	-6
Cc1ccc(CNC(=O)C2C3C=CC4(CN(Cc5cccnc5)C(=O)C24)O3)cc1 (centres undefined)	-10	13
O=C(CCSCc1ccc(Cl)cc1)NCCC1=CCCCC1	-17	7
O=[N+]([O-])c1cc(Cl)ccc1N1CCCC1	-8	7
CS(=O)(=O)c1ccccc1C(=O)NC1CCCc2ccccc21 (centres undefined)	-4	3
COc1ccc(C(=O)N2CCCC2(C)C(=O)NCC(C)C)cc1C(F)(F)F (centres undefined)	-10	2
Cc1ccc(NC(=O)C2CC=CCC2C(=O)N2CCCCC2)cc1 (centres undefined)	2	-5
CC(C)Oc1ccc(C(=O)Nc2cc(=O)n(C)c(=O)n2C)cc1	-80	-3
O=C(Nc1ccc2c(c1)OCO2)c1cc(C2CCCCN2S(=O)(=O)c2ccccc2)on1 (centres undefined)	24	-3
CC(C)c1ccc(C(=O)CN2C(=O)NC3(CCc4ccccc43)C2=O)cc1 (centres undefined)	0	-2

Five structures out of the list, ordered by molar mass, low to high:
SMILES	TAG inh	TAG inh DAPI viability
O=[N+]([O-])c1cc(Cl)ccc1N1CCCC1	-8	7
O=C(CCSCc1ccc(Cl)cc1)NCCC1=CCCCC1	-17	7
Cc1nc2ccccc2c(=O)n1NC(=O)C1CCC(C(C)(C)C)CC1 (centres undefined)	0	-9
O=C(COC(=O)c1ccc(Cl)c(S(=O)(=O)N2CCCC2)c1)NCc1cccs1	9	-1
O=C(Nc1ccc2c(c1)OCO2)c1cc(C2CCCCN2S(=O)(=O)c2ccccc2)on1 (centres undefined)	24	-3

Next results
SMILES	TAG inh	TAG inh DAPI viability
O=C(Nc1ccccc1C(=O)NCCCN1CCOCC1)c1ccc(F)cc1	2	-3
O=C(NCc1cccnc1)c1cnc2ccccc2n1	4	-8
O=C(C1CCCCC1)N1CCC(c2nc3c(nnn3Cc3ccccc3Cl)c(=O)[nH]2)CC1	6	-2
COc1ccc(S(=O)(=O)N(CC(C)C)C2CCS(=O)(=O)C2)cc1OC (centres undefined)	1	0
CCC(=O)N=c1sc2c(C)cc(C)cc2n1CC(=O)OC	14	14
CNCC(O)CN1CCN(c2ccccc2OC)CC1 (centres undefined)	0	2
Cn1ncc2nc[nH]c(=O)c21	-5	-18
Cc1ccc(/C=N/Nc2ccc3c(C(F)(F)F)cc(C(F)(F)F)nc3n2)cc1	15	-6
COc1cc(C2c3c(-c4ccccc4)n[nH]c3C(=O)N2c2ccccc2)ccc1O (centres undefined)	-8	4
O=C(COC(=O)c1nc(Cl)ccc1Cl)NCCc1ccccc1	-19	10
Cc1nc2ccccc2nc1OCC(=O)Nc1ccc(F)cc1	-2	-3
Cc1nn(CCO)c(N)c1C1(O)C(=O)Nc2c(Cl)cc(Cl)cc21 (centres undefined)	1	-1
COc1ccc(CC(=O)Nc2ccccc2C(C)=O)cc1S(=O)(=O)N1CCOCC1	6	6
CN(Cc1ccccc1)C(=O)COC(=O)Cc1ccc(Cl)cc1	-20	-6
O=C(COC(=O)[C@@H]1CC(O)CN1S(=O)(=O)c1ccc([N+](=O)[O-])cc1)NC12CC3CC(CC(C3)C1)C2 (some centres undefined)	-9	2
C[C@]12C=CC(=O)C=C1CC[C@@H]1[C@@H]2[C@@H](O)C[C@@]2(C)[C@H]1CC[C@]2(O)C(=O)COC(=O)CCC(=O)O	33	11
Cc1nc2ccccn2c(=O)c1NC(=O)c1ccc(Br)o1	4	5
O=C(NC1CCCCC1)C1COc2ccccc2O1 (centres undefined)	-7	-1
CCOc1ccc(Nc2cc(C)nc3c(C)cccc23)cc1	8	9
NC(=O)C1CC(=O)N(c2ccc(OCc3ccc(Cl)c(Cl)c3)cc2)C1 (centres undefined)	-19	-8
O=C(O)c1ccccc1-c1ccccc1C(=O)Nc1nccs1	10	-1
O=C(COc1cccnc1[N+](=O)[O-])Nc1cc(S(=O)(=O)N2CCCCC2)ccc1Cl	2	10
CCOc1ccc(-n2cnnn2)cc1S(=O)(=O)N1CCC(C)CC1C (centres undefined)	-13	-7
COc1ccc(S(=O)(=O)N(C)C)cc1NCC(=O)Nc1ccc(Br)c(C)c1	10	-5
COc1nc(=O)n(C2C=CC(=O)O2)cc1F (centres undefined)	38	-19
